NS5 inhibitors: Dengue-2 NS5 methyltransferase inhibitors, primary screen, biochemical, confirmation dose response (AID 588689); hit rate 0.3% among 340,000; one-dose inhibition, % at 25 µM; IC50 in µM for titrated hits; Dengue-2 NS5 methyltransferase capping enzyme assay, biochemical; higher % means a stronger effect; Genome polyprotein (Dengue virus type 2 (strain 16681-PDK53)); in the data active means a potency from the dose series
GPR35 arrestin U2OS: GPR35 antagonists blocking zaprinast-driven arrestin recruitment, primary screen, imaging, U2OS, beta-arrestin-GFP, zaprinast agonist (AID 2058). U2OS GPR35 beta-arrestin-GFP translocation imaging, zaprinast antagonism; higher % means a stronger effect. inhibition, % at 10 µM, or IC50 in µM where a hit was titrated. G-protein coupled receptor 35 (Homo sapiens). hit rate 0.052% among 290,000;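 active means inhibition of at least 50% with at least 30 cells and total cytoplasm GFP at most 10,000,000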
GPR55 beta-arrestin: GPR55 agonists via beta-arrestin recruitment, primary screen, imaging, U2OS cells, beta-arrestin-GFP redistribution (AID 1961) | G-protein coupled receptor 55 (Homo sapiens) | U2OS GPR55 beta-arrestin-GFP redistribution imaging; higher % means a stronger effect | one-dose activation, % at 10 µM; EC50 in µM for titrated hits | hit rate 0.048% among 290,000;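 active means activation above 40% with more than 50 cells counted in the well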;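 further: U2OS osteosarcoma cells stably expressing GPR55 and beta-arrestin-GFP; plate controls were DMSO negative control for no effect and LPI positive control for full effect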
Siah-1 displacement: Siah-1 peptide-binding antagonists, primary screen, biochemical, fluorescence polarization, rhodamine-plectin, uHTS (AID 1817). Siah-1 / rhodamine-plectin peptide fluorescence polarization; higher % means a stronger effect. hit rate 0.02% among 290,000. one-dose displacement, % at 20 µM; IC50 in µM for titrated hits. E3 ubiquitin-protein ligase SIAH1 (Homo sapiens);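 active means displacement of at least 50% at 20 µM, with a fluorescence ratio check between 0.3 and a set limit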;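 further: plate controls were Siah plus tracer with DMSO for no effect and tracer alone without Siah for full effect; strong numbers were not always called active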
HIV peptide binding: inhibitors of HIV fusion peptide binding, primary screen, biochemical, uHTS, fluorescence dequenching (AID 1986). cell-free peptide binding, fluorescence dequenching, 30 min; higher % means a stronger effect. one-dose inhibition, % at 20 µM; IC50 in µM for titrated hits. hit rate 0.3% among 290,000; in the data active means inhibition mostly above about 52%, no sharp cut-off; inactive means mostly below about 76%; further: some results filed as inactive read as strong as hits
AID2073: inhibitors of Mint1-CaV2.2 protein interaction, biochemical, HTRF (AID 2073); HTRF protein-protein interaction, Mint1-CaV2.2; higher % means a stronger effect; inhibition, % at 20 µM, or IC50 in µM where a hit was titrated; Voltage-dependent N-type calcium channel subunit alpha-1B (Homo sapiens); hit rate 0.19% among 290,000; in the data active means inhibition mostly above about 51%, no sharp cut-off; further: some results filed as inactive read as strong as hits
GPR55 antagonists: GPR55 antagonists blocking LPI-driven arrestin recruitment, primary screen, imaging, U2OS, beta-arrestin-GFP, LPI agonist (AID 2013); hit rate 0.13% among 290,000; G-protein coupled receptor 55 (Homo sapiens); U2OS GPR55 beta-arrestin-GFP translocation imaging, LPI antagonism; higher % means a stronger effect; inhibition, % at 10 µM, or IC50 in µM where a hit was titrated;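 active means spots per cell inhibited over 60%, with over 100 cells counted and total cytoplasm intensity under 500,000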;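 further: U2OS cells stably carrying GPR55 and arrestin-GFP stimulated by 5 µM LPI near EC80; imaged beta-arrestin-GFP aggregate spots per cell after agonist stimulation; plate controls were LPI-stimulated DMSO wells for no effect and DMSO wells without LPI for full effect; some results filed as inactive read as strong as hits; confirmed hits need IC50 under 10 µM and bright autofluorescent wells are also inconclusive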
UTI89 phage lysis: inhibition of K1F phage lysis, E. coli UTI89, bacterial capsule biogenesis inhibitors, alamar blue (AID 488966) | E. coli UTI89 K1F phage lysis, alamar blue, 2 h; higher % means a stronger effect | inhibition, % at 100 µM; hits with a dose series show IC50 in µM | hit rate 0.02% among 340,000;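 active means phage lysis inhibition, versus mean bacterial control, above a set limit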;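 further: capsule biogenesis inhibitors block K1F phage lysis so surviving cells raise fluorescence; higher fluorescence means more inhibition of phage lysis; actives were called in the ten point dose series up to 300 µM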
NTR1 ag: agonists of NTR1, primary screen, imaging, U2OS cells, beta-arrestin-GFP, high content (AID 493036); Neurotensin receptor type 1 (Homo sapiens), P30989; NTR1-U2OS beta-arrestin-GFP spot imaging, agonist mode; activation, % at 20 µM; hit rate 0.17% among 330,000;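 active means activation at or above 40% of the spot to cytoplasm intensity ratio, with at least 20 cells analyzed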;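 further: 0% = DMSO without peptide and 100% = 100 nM NTR1 peptide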
Target sequence (P30989 whole entry, looked up): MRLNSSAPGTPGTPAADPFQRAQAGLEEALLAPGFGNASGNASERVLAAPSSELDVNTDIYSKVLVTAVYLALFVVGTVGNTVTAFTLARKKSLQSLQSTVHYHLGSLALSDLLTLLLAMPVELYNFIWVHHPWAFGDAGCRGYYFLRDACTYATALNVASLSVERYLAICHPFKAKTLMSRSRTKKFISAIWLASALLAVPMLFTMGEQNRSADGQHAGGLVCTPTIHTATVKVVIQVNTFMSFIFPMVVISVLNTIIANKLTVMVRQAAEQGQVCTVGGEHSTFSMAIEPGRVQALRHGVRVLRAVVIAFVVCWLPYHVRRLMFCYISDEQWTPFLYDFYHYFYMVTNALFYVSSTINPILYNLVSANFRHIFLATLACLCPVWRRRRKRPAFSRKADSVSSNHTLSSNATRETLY
NTR1 ag cell count 20 µM: recorded beside NTR1 ag, whose call it bears; cell count; measured here: cell count, cytotoxicity flag
NS5 inhibitors pilot replicate: second read-out of NS5 inhibitors, no call of its own (marks repeat the call); inhibition, %; measured here: pilot screen replicate inhibition
* = called active by the depositor; x = no result given; [ ] = dose if it differs, or a comment. This is a random part of the collection; 1.2% or so of the library scored in one or more.

SMILES	NS5 inhibitors	GPR35 arrestin U2OS	GPR55 beta-arrestin	Siah-1 displacement	HIV peptide binding	AID2073	GPR55 antagonists	UTI89 phage lysis	NTR1 ag	NTR1 ag cell count 20 µM	others
CCOC(=O)C1=C(C)NC2=C(C(=O)C(C(=O)OC)C(C)C2)C1c1ccc(OC)c(O)c1 (stereo unspecified)	-3%	-14%	-0.2%	3%	0.4%	3%	8%	1.0%	1.9	76
CC(C)(C)c1ccc(C(=O)O)c(C(=O)c2ccc(C(=O)O)cc2)c1	-7%	2%	-0.1%	3%	-2.2%	0%	16%	0.1%	0.9	66
N/C(Cc1ccccc1)=N\OC(=O)c1cccc2ccccc12	0%	-12%	5.0%	8%	1.7%	5%	18%	0.1%	4.4	89
COC(=O)c1ccccc1NC(=O)CSc1nc(C)cc(C)n1	-2%	12%	-0.3%	-10%	-2.2%	-30%	12%	-0.7%	1.7	54
O=C(O)Cc1cn(Cc2ccc(F)cc2)c2ccccc12	4%	2%	0.5%	10%	3.4%	5%	2%	0.0%	-2.1	83
C=CCn1c(Cc2nc3ccccc3[nH]2)n[nH]c1=S	-2%	-9%	-0.1%	-5%	4.9%	-2%	-4%	0.7%	0.3	55
CC(=O)c1ccccc1NC(=O)CCCNC(=O)c1ccc(Cl)cc1	-6%	12%	0.0%	3%	-2.7%	10%	-5%	0.2%	0.3	59
CCOc1ccc(Cl)cc1S(=O)(=O)NC1CCCC1	-4%	-3%	0.3%	6%	-0.6%	-2%	20%	-0.2%[50 µM]	0.1	77
CCc1nonc1NC(=O)c1oc2cc(Br)ccc2c1C	-3%	-15%	-0.2%	0%	0.3%	17%	-7%	0.3%	-0.9	56
COc1cc(Nc2ccc(S(N)(=O)=O)cc2)c([N+](=O)[O-])nc1[N+](=O)[O-]	3%	-16%	0.0%	4%	-1.1%	-7%	9%	0.5%	1.4	59
c1ccc(N2CCN(CCc3nnc4n3CCCCC4)CC2)cc1	2%	11%	-0.3%	1%	4.4%	-10%	-3%	5.8%	1.2	52
CN(C)CCNC(=O)COc1ccc(C23CC4CC(CC(C4)C2)C3)cc1	-7%	14%	0.3%	6%	2.0%	-3%	34%	1.4%	3.7	97
Cc1cc(NC(=O)CCC(=O)N(CCC(C)C)C(C(=O)NCC2CCCO2)c2ccccc2C)no1 (stereo unspecified)	3%	3%	-0.2%	8%	1.3%	2%	1%	-0.2%	-0.4	44
COc1ccc(NC(=S)NC(=O)/C=C/c2ccc(F)cc2)cc1	-7%	4%	-0.1%	8%	-0.4%	8%	4%	-0.4%[50 µM]	0.8	60
CC(C)(C)CC(=O)Nc1cc(S(=O)(=O)N2CCCCCC2)ccc1Cl	-5%	-22%	0.0%	-5%	-1.6%	-5%	8%	2.6%	1.9	44
CCOC(=O)C1=C(CS(=O)(=O)c2ccc(C)cc2)NC(=O)NC1c1ccc(O)c(OC)c1 (stereo unspecified)	-6%	5%	1.2%	-4%	-0.2%	14%	-11%	-1.4%[50 µM]	0.9	60
CC(C)(C)c1ccc(OC(=O)N2CCOCC2)cc1	7%	-9%	0.2%	9%	1.1%	-5%	-2%	0.2%	3.9	57
Cc1ccc(NC(=O)CC(=O)c2ccc([N+](=O)[O-])cc2)cc1S(=O)(=O)Nc1cccc(Cl)c1	-4%	5%	-0.1%	-7%	12%	20%	6%	-0.1%	3.8	59
CCOc1ccc(N(CC(=O)Nc2cc(C)cc(C)c2)S(C)(=O)=O)cc1	2%	-2%	0.4%	-2%	0.2%	12%	-3%	0.8%	5.4	60
CCN(CC(=O)Nc1ccc(NC(C)=O)cc1)C(=O)/C=C/c1c(C)nn(-c2ccc(F)cc2)c1C	-5%	-4%	-0.1%	2%	-1.4%	8%	14%	-0.3%[50 µM]	-0.2	51
COc1ccc(Br)cc1/C=N/NC(=O)CN1CCCCC1	5%	5%	-0.3%	4%	0.6%	10%	-11%	0.1%	-0.1	53
O=[N+]([O-])c1ccc(N2CCN(c3ccc(Cl)nn3)CC2)c(Cl)c1	-5%	-9%	0.2%	0%	-1.4%	0%	-20%	0.7%	3.4	73	NS5 inhibitors pilot replicate=-1.8
O=C(c1ccc(F)cc1)N1CCCCC(S(=O)(=O)c2ccccc2)C1=O (stereo unspecified)	-3%	-3%	-0.2%	-6%	-1.1%	2%	-4%	-0.1%	-1.3	39
Cn1cnc([N+](=O)[O-])c1Sc1nc2ccccc2[nH]1	x	1%	0.2%	3%	-1.3%	-15%	-15%	x	2.0	48
N#CCCn1c(Cl)nc2ccccc21	1%	5%	0.3%	-5%	-1.8%	10%	1%	0.7%	-0.3	43
COc1ccccc1NC(=O)CCC(=O)OCc1cccc([N+](=O)[O-])c1	x	1%	-0.2%	4%	-0.3%	-1%	12%	4.8%	1.5	89
CC(C)OC(=O)c1ccc(N)cc1	-3%	6%	1.0%	1%	0.3%	9%	2%	-0.8%	-0.5	62
Cc1ccc(C(=O)O)cc1NC(=S)NC(=O)c1ccc([N+](=O)[O-])c(C)c1	-17%	-13%	-0.9%	1%	0.4%	-8%	10%	-0.8%	0.1	46
O=[N+]([O-])c1cc2c(cc1/C=N/n1c(-c3ccccn3)n[nH]c1=S)OCO2	13%	0%	0.1%	63%	37%	46%	-3%	0.3%[50 µM]	x	x
CCOC(=O)c1sc(NC(=O)COc2ncnc3ccccc23)c(C(=O)OCC)c1C	-5%	19%	-0.4%	-6%	-0.8%	2%	7%	0.2%	3.0	84

In the list so far, two have bromine:
SMILES	NS5 inhibitors	GPR35 arrestin U2OS	GPR55 beta-arrestin	Siah-1 displacement	HIV peptide binding	AID2073	GPR55 antagonists	UTI89 phage lysis	NTR1 ag	NTR1 ag cell count 20 µM	others
CCc1nonc1NC(=O)c1oc2cc(Br)ccc2c1C	-3%	-15%	-0.2%	0%	0.3%	17%	-7%	0.3%	-0.9	56
COc1ccc(Br)cc1/C=N/NC(=O)CN1CCCCC1	5%	5%	-0.3%	4%	0.6%	10%	-11%	0.1%	-0.1	53

Remaining list, next part
SMILES	NS5 inhibitors	GPR35 arrestin U2OS	GPR55 beta-arrestin	Siah-1 displacement	HIV peptide binding	AID2073	GPR55 antagonists	UTI89 phage lysis	NTR1 ag	NTR1 ag cell count 20 µM	others
CC1=Nc2ccccc2N=C(NC(=O)CN2CCN(c3ccccc3)CC2)C1c1ccccc1 (stereo unspecified)	-1%	11%	0.0%	1%	0.1%	-9%	13%	0.0%	10	27
COc1ccc(CNC(=O)C2CCCN2S(=O)(=O)c2ccc(F)cc2)cc1 (stereo unspecified)	-3%	10%	-0.1%	0%	-0.7%	-4%	4%	0.4%	-0.8	74
CCN(Cc1ccncc1)C(=O)c1ccc2c(c1)S(=O)(=O)c1ccccc1C2=O	-9%	-4%	1.2%	1%	0.2%	4%	-6%	0.2%	0.1	39
COc1cc(CN(C)CC(=O)c2[nH]c(C)c(C(C)=O)c2C)ccc1OC(F)F	-1%	23%	-0.2%	-4%	-2.8%	21%	-8%	2.4%	-0.2	52
O=C(c1cccs1)N1CCN(Cc2cccc([N+](=O)[O-])c2)CC1	-6%	3%	-0.3%	4%	2.9%	6%	0%	0.0%[50 µM]	-0.7	83
Cc1nc2n[nH]c(N)c2c2c1COC(C)(C)C2	-1%	2%	-0.2%	-3%	0.3%	-8%	-6%	0.7%	1.2	44
Cc1ccc(C)c(SCC(=O)Nc2cc(C)nn2-c2ccc(F)cc2)c1	x	4%	0.2%	-4%	1.2%	4%	-6%	x	x	x
CCCCP(=O)(CCCC)CCP(=O)(c1ccccc1)c1ccccc1	0%	-2%	0.2%	2%	1.4%	0%	-1%	3.7%	1.8	56
C/C(=N\NC(=O)c1ccc(N(C)C)cc1)c1ccc(C)cc1C	-9%	-4%	0.1%	-4%	0.2%	9%	1%	1.9%[50 µM]	2.2	39
CSc1ncc(Cl)c(C(=O)NCc2cccnc2)n1	0%	-8%	0.5%	-3%	1.7%	-5%	3%	-0.9%[50 µM]	-0.8	94
Cc1ccc(-c2noc(CCC(N)=O)n2)cc1	-1%	16%	0.9%	1%	0.4%	4%	6%	0.6%	0.2	78
Cc1ccccc1NC(=O)c1ccc2ccccc2c1	-8%	3%	-0.2%	1%	-1.0%	7%	12%	0.3%	-0.1	68	NS5 inhibitors pilot replicate=-0.9
COc1ccc(N2C(=O)CCC2=O)c(OC)c1	1%	6%	-0.4%	4%	1.5%	-5%	1%	0.8%	1.0	59
O=C(O)CN1C(=O)C2C3C=CC(C2C1=O)C1C(=O)N(CC(=O)O)C(=O)C31 (stereo unspecified)	-5%	5%	-0.1%	3%	-0.7%	-4%	14%	0.2%	0.7	64

In the list so far, 7 have fluorine.
SMILES	NS5 inhibitors	GPR35 arrestin U2OS	GPR55 beta-arrestin	Siah-1 displacement	HIV peptide binding	AID2073	GPR55 antagonists	UTI89 phage lysis	NTR1 ag	NTR1 ag cell count 20 µM	others
O=C(O)Cc1cn(Cc2ccc(F)cc2)c2ccccc12	4%	2%	0.5%	10%	3.4%	5%	2%	0.0%	-2.1	83
COc1ccc(NC(=S)NC(=O)/C=C/c2ccc(F)cc2)cc1	-7%	4%	-0.1%	8%	-0.4%	8%	4%	-0.4%[50 µM]	0.8	60
CCN(CC(=O)Nc1ccc(NC(C)=O)cc1)C(=O)/C=C/c1c(C)nn(-c2ccc(F)cc2)c1C	-5%	-4%	-0.1%	2%	-1.4%	8%	14%	-0.3%[50 µM]	-0.2	51
O=C(c1ccc(F)cc1)N1CCCCC(S(=O)(=O)c2ccccc2)C1=O (stereo unspecified)	-3%	-3%	-0.2%	-6%	-1.1%	2%	-4%	-0.1%	-1.3	39
COc1ccc(CNC(=O)C2CCCN2S(=O)(=O)c2ccc(F)cc2)cc1 (stereo unspecified)	-3%	10%	-0.1%	0%	-0.7%	-4%	4%	0.4%	-0.8	74
COc1cc(CN(C)CC(=O)c2[nH]c(C)c(C(C)=O)c2C)ccc1OC(F)F	-1%	23%	-0.2%	-4%	-2.8%	21%	-8%	2.4%	-0.2	52
Cc1ccc(C)c(SCC(=O)Nc2cc(C)nn2-c2ccc(F)cc2)c1	x	4%	0.2%	-4%	1.2%	4%	-6%	x	x	x
